# Wee1 stabilizer: human Wee1 degradation inhibition, primary screen; AID 1321; reporter increase, % at 5 µM; HeLa Luc-Wee1K328M stability, luciferase luminescence; 100% = proteasome inhibitor MG132 effect; 1.2% of 220,000 active; P30291;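 active means activation above the mean of all tested compounds plus 3 SD, set per screening run, cut at about 8.8% in these data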;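 further: cells exposed to compound for 20 h before luminescence read; 0% = DMSO alone and 100% = MG132 at 30 µM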
# FXIa inh: factor XIa (human) inhibition; P03951; purified FXIa, Boc-Glu-Ala-Arg-AMC fluorogenic substrate; inhibition, % at 5 µM; 0.14% of 220,000 active;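 active means inhibition of at least 40%; inactive means inhibition below 40%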;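 further: fluorescence of freed AMC excited at 355 nm; 0% = enzyme without compound and 100% = no enzyme blank; many of its hits are not listed in these tables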
# Hck Nef HTS: inhibitors of human Hck kinase activated by Nef; P08631; Recombinant Hck-YEEI plus Nef, Z-Lyte FRET kinase assay; 0.68% of 220,000 active; AID 463187; inhibition, % at 20 µM;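 active means Hck-Nef kinase inhibition above about 50%, limit read from the data; inactive means inhibition below that limit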;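 further: 0% = DMSO with Hck plus Nef and 100% = Hck alone without Nef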
# Target sequence (P08631 whole entry, looked up): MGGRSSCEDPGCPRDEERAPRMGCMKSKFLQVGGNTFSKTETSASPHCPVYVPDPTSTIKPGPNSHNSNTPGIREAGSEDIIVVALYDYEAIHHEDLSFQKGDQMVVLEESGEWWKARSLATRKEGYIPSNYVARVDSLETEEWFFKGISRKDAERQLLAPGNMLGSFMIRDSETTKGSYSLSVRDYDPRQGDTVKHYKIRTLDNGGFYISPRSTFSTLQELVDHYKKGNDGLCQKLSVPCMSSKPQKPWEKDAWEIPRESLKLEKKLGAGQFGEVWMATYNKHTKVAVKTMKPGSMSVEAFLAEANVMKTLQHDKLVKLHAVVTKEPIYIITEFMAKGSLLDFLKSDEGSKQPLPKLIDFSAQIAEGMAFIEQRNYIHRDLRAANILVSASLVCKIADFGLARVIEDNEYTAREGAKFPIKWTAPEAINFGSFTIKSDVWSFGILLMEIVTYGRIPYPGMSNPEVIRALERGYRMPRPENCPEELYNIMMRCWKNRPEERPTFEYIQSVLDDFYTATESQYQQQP
# Runt-CBFb FRET: inhibitors of human RUNX1 Runt domain binding to CBFb | Q01196+Q13951 | Cerulean-Runt/Venus-CBFb FRET ratio 530/480, 1 h | inhibition, % at 20 µM | 0.46% of 220,000 active | AID 1496;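 active means inhibition over about 50% at 20 µM in the single-dose screen, limit read from the data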;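 further: 0% = DMSO wells and 100% = excess unlabeled CBFb competitor control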
#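 Assay system: Cerulean-Runt domain / Medium: Tris 50 mM pH 7.5, KCl, K2SO4, 0.01% BSA / Timing: protein complex preformed 1 h, compound exposure 1 h, room temperature, dark / Measured by: FRET, excitation 422 nm, emission at 530 and 480 nm / Evaluation: loss of energy transfer signal / Control set: 5 µM unlabeled CBFb as full-inhibition high control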
# thrombin 1536: inhibitors of human thrombin | alpha-thrombin, Boc-VPR-AMC fluorogenic substrate cleavage | 0.26% of 220,000 active | inhibition, % at 5 µM;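 active means inhibition at or above 40%; inactive means inhibition below 40%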;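 further: 0% = enzyme with no compound and 100% = wells without enzyme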
#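 System – human alpha-thrombin protein · Reagent – Boc-VPR-AMC substrate, 15 µM final · Compound – 5 µM single dose in 0.2% DMSO · Schedule – reaction at room temperature · Technique – AMC fluorescence at 355 nm excitation and 460 nm emission · Read-out basis – % inhibition relative to enzyme controls and enzyme-free blanks · Control set – no-compound enzyme wells and no-enzyme blanks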
# KLK5 inh: inhibitors of human kallikrein 5; Q9Y337; recombinant hK5, fluorogenic AMC substrate cleavage; inhibition, % at 5 µM; 0.59% of 210,000 active; AID 873;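 active means inhibition of 40% or more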;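 further: 0% = enzyme controls without compound and 100% = no-enzyme blanks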
# Target sequence (Q9Y337 67-293 limits assumed): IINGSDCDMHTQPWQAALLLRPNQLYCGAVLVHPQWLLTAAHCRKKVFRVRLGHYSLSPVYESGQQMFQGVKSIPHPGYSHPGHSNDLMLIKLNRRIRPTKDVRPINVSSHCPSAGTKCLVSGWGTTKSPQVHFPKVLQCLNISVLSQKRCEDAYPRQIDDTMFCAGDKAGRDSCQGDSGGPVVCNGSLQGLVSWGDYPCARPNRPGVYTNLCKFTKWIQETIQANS
# FXIIa inh: inhibitors of human coagulation factor XIIa; AID 800; 0.3% of 220,000 active; purified FXIIa, Boc-QGR-AMC fluorogenic substrate, 2 h; inhibition, % at 5 µM; in the data active means inhibition above about 40%;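 further: 0% = enzyme with no compound and 100% = blank without enzyme; many of its hits are not listed in these tables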
# Runt-SMMHC FRET: blocks binding of human RUNX1 Runt domain to CBFb-SMMHC; 0.74% of 220,000 active; inhibition, % at 20 µM; Q01196+Q13951; Cerulean-Runt/Venus-CBFb-SMMHC FRET ratio 530/480, 1 h;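 active means mean inhibition across duplicate retests at 20 µM reaching about 50%, limit read from the data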;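 further: 0% = DMSO wells and 100% = wells with excess untagged CBFb-SMMHC; inhibitors lower the FRET ratio by blocking Runt binding to CBFb-SMMHC; some results filed as inactive read as strong as hits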
# 14-3-3 Bad PPI: disrupts binding of bovine 14-3-3 zeta to phospho-Bad peptide | P63103 | TR-FRET 14-3-3zeta/Dy647-pBad peptide displacement, 1 h | inhibition, % at 21.7 µM | 0.71% of 220,000 active;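 active means inhibition above about 70%, limit read from the data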;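 further: 0% = full 14-3-3 plus peptide FRET controls and 100% = background without 14-3-3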
# Target sequence (P63103 whole entry, looked up): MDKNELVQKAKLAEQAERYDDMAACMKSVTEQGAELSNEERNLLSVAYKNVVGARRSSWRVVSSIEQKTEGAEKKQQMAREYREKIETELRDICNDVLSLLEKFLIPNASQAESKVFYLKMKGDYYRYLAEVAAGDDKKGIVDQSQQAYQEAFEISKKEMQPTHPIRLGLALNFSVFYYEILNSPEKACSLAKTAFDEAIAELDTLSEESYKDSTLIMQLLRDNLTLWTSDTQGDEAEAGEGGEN
# * = called active by the depositor; x = not tested or not shown; [ ] = dose if it differs, or a comment.
Wee1 stabilizer	FXIa inh	Hck Nef HTS	Runt-CBFb FRET	thrombin 1536	KLK5 inh	FXIIa inh	Runt-SMMHC FRET	14-3-3 Bad PPI	SMILES
1	4	0	-2	1	-20	12	-6	-5	COc1ccc(-n2c(SCC(=O)NCc3ccco3)nc3c([nH]c4ccccc43)c2=O)cc1
-2	5	24	1	-6	2	8	-5	-6	Clc1ccccc1Cc1noc(CN2CCN(Cc3ccccn3)CC2)n1
-3	6	12	0	-13	0	10	3	0	COCCCNc1nnc(Cc2ccccc2)c2ccccc12
4	-6	3	0	-5	5	3	-2	2	CCOC(=O)c1cn2nc(Oc3ccc(NC(C)=O)cc3)ccc2n1
-2	2	0	-1	-1	-8	15	-1	37	Cc1cc(-c2c(C)[nH]n(-c3ccc(Cl)cc3)c2=O)n(-c2ccc(Cl)cc2)n1
-3	3	0	1	9	0	14	2	1[fluorescence artefact?]	N#Cc1c(N)nc(N2CCCC2)c(C#N)c1-c1ccc(Cl)cc1
-1	-7	1	-2	-8	24	-10	-2	3	CCCCn1nc(C(=O)N2CCc3ccccc32)c2ccccc2c1=O
1	-2	-1	0	-7	-1	7	1	-3[fluorescence artefact?]	Cc1ccc(NC(=O)COC(=O)/C=C/c2cccc(Cl)c2)cc1S(=O)(=O)N1CCOCC1
3	-3	0	-2	1	-7	6	2	-1	O=C(N/N=C/c1cccc(OCc2ccccc2)c1)c1cccs1
-1	1	10	-1	-6	-1	1	-1	-13	CC1(C)Cc2nc3sc4c(SCC(=O)O)ncnc4c3cc2CO1
2	4	1	-5	-4	-22	12	-1	-17[fluorescence artefact?]	CCOC(=O)Cc1csc(SCC(=O)NC2CCCCC2)n1
-1	3	2	0	1	-44	0	4	-14	COC(=O)c1c(NC(=O)c2ccccc2)sc(Cc2ccccc2)c1C
-1	0	3	1	-1	-6	-7	-2	3	CCOc1ccccc1C(=O)NCc1ccco1
-2	-6	3	0	-6	x	9	-1	4	CCOc1cc2[nH]c(=O)n(Cc3ccc(C(=O)NCCCN4CCCC4=O)cc3)c(=O)c2cc1OCC
-3	-2	17	5	-11	-2	4	0	0	COc1ccc(C(=O)NC(=S)Nc2ccc(Cl)c(C(=O)O)c2)cc1
-3	3	-5	1	-2	-25	-4	3	-5	COc1ccc(C(=O)N2CCN(c3ccccn3)CC2)cc1[N+](=O)[O-]
-2	5	18	0	4	5	6	1	-4	COc1ccccc1-c1nnc(SCC(=O)Nc2ccc(S(N)(=O)=O)cc2)n1N
-1	-4	0	4	1	6	7	-6	-7	Cc1ccc(NC(=O)CCn2c(=O)oc3ccccc32)c(C)c1
-1	0	21	x	8	3	10	x	11	Clc1ccc(-c2ncc3ccccn23)cc1
3	-7	4	0	-4	-9	1	2	0	Cc1ccc(C(=O)NC2CCN(C(=O)NC3CCCCC3)CC2)cc1

# Part of the list above in order of number of heavy atoms, rising:
Wee1 stabilizer	FXIa inh	Hck Nef HTS	Runt-CBFb FRET	thrombin 1536	KLK5 inh	FXIIa inh	Runt-SMMHC FRET	14-3-3 Bad PPI	SMILES
-1	0	3	1	-1	-6	-7	-2	3	CCOc1ccccc1C(=O)NCc1ccco1
2	4	1	-5	-4	-22	12	-1	-17[fluorescence artefact?]	CCOC(=O)Cc1csc(SCC(=O)NC2CCCCC2)n1
-3	-2	17	5	-11	-2	4	0	0	COc1ccc(C(=O)NC(=S)Nc2ccc(Cl)c(C(=O)O)c2)cc1
4	-6	3	0	-5	5	3	-2	2	CCOC(=O)c1cn2nc(Oc3ccc(NC(C)=O)cc3)ccc2n1

# The listing continues:
Wee1 stabilizer	FXIa inh	Hck Nef HTS	Runt-CBFb FRET	thrombin 1536	KLK5 inh	FXIIa inh	Runt-SMMHC FRET	14-3-3 Bad PPI	SMILES
0	0	-13	x	0	-14	3	1	91*	O=C(Cc1ccc([N+](=O)[O-])cc1)N1N=C(C2CC2)CC1(O)C(F)(F)F (stereo not given)
-2	-8	2	2	-10	-26	-5	2	3[fluorescence artefact?]	O=C(Nc1cccnc1)c1ccc(S(=O)(=O)N2CCCCCC2)cc1
1	-34	-9	0	4	-18	-2	-7	-3	O=C(Nc1nnc(C2=COCCO2)o1)c1ccc(S(=O)(=O)N2CCOCC2)cc1
-1	0	8	2	-1	2	1	0	-9	O=C(Nc1ccc(F)cc1)C(c1ccccc1)N1CCN(C(=O)c2ccco2)CC1 (stereo not given)
0	-2	-3	3	4	-5	3	-2	-6	Oc1ccc(/C=N/NC(=S)NC2CC3CCC2C3)cc1 (stereo not given)
2	-6	-1	28	-6	x	5	11	0	Cc1ccc(C(=O)Nc2ccc(N3CCCC3)cc2)c(C)c1
-3	0	19	-2	-12	-8	8	-5	5	NS(=O)(=O)c1cccc(NC(=O)COc2ccc([N+](=O)[O-])cc2)c1
3	4	2	-3	-8	-6	6	-12	-30	CCOc1ccc(S(=O)(=O)c2c(C(=O)c3ccccc3)cnc3cc4c(cc23)OCCO4)cc1
3	-7	0	-2	-10	-21	8	-4	-6	O=C(NCc1nc2ncc(Br)cc2[nH]1)c1ccccc1
-1	-4	-2	-2	-8	x	7	-3	-1	CN(C)CCC1CCN(c2cc(C#N)c(C#N)cc2[N+](=O)[O-])CC1
-3	10	15	0	-1	-16	14	-2	-12[fluorescence artefact?]	N#CC(C#N)=C1NC2(CCCC2)Cc2ccccc21
1	1	-7	1	5	2	14	-36	-8	CCCn1c(SCC(=O)NC2CCCc3ccccc32)n[nH]c1=O (stereo not given)
0	2	9	-1	2	18	12	-1	8	O=C(O)c1ccc2c(=O)[nH]c(CN3CCOCC3)nc2c1
1	4	1	-2	-4	-32	8	6	-1	COc1ccccc1/C=C/C(=O)N1CCC(c2ccccc2)C1 (stereo not given)
-2	8	6	0	-9	-22	8	-3	-12	CC1(C)C(=O)Nc2ccccc2N1C(=O)CSc1nnc2ccccn12
-5	-7	20	-2	-1	6	8	-2	-5	CCNCc1cc(Cl)c(OCc2ccccc2)c(OCC)c1
1	2	-1	2	-3	-4	12	-5	4	Cc1nnc(SCC(=O)N2CCOCC2)s1
-2	4	0	-3	-2	-13	14	-10	9	CCC(C)c1ccc2oc(-c3ccc(NC(=O)Cn4cnc5c(=O)n(C)c(=O)n(C)c54)cc3)nc2c1 (stereo not given)
-3	2	24	0	1	-2	1	-6	-1	O=C(COC(=O)/C=C/c1cccs1)Nc1ccccc1Cl
3	17	11	1	-2	20	15	1	-1	Fc1ccc(CNc2nc(-c3ccccc3)nc3ccccc23)cc1
-1	17	-1	0	3	-7	26	-4	3	COc1ccc2c(c1)O[C@H](c1ccc3c(c1)OCO3)[C@@H](O)C2=O
1	0	-6	-2	-4	-25	0	-52	8	Cn1c(=O)n(C)c2cc(S(=O)(=O)NCc3ccccc3)ccc21
x	2	21	7	-5	1	2	-3	-4	CC(=O)C1C(c2ccc(O)cc2)NC(=O)NC1(O)C(F)(F)F (stereo not given)
1	-7	0	-5	-3	-1	8	-1	8	N#Cc1c2ncn(CC(=O)c3ccc(Br)cc3)c(=O)c2c2n1CCC2
0	4	-1	-1	-7	-15	4	-2	0	Cc1ccc(C)c(NC(=O)CSc2nnc(C)c(=O)n2N)c1
15*	-3	19	x	-10	0	5	x	12	COc1cc(NC(C)=O)ccc1-c1cc2ccccc2oc1=O
1	-4	-19	2	-1	-4	10	-1	2[fluorescence artefact?]	CCOC(=O)Cc1csc(NC(=O)CCCN2C(=O)c3ccccc3C2=O)n1
0	3	13	-4	-2	3	11	-1	-3	COc1ccccc1N1CCN(C(=O)COc2ccc(S(=O)(=O)NC(C)(C)C)cc2)CC1
0	-4	-5	-2	-4	-1	5	-1	3	CC(C)Cc1c2c([nH]c(=S)c1C#N)CCCC2
0	-4	21	-1	-6	-2	5	0	-14	Cc1cc(NC(=O)CN(C)S(=O)(=O)c2cccc(Cl)c2)no1
2	-1	-1	-21	-6	-6	11	-3	0	CCOC(=O)c1cnc2c(OC)cccc2c1N1CCN(c2ccc(OC)cc2)CC1
1	-2	12	-14	-5	-3	3	-51	-4	Cc1nc2ccc(NC(=S)NCc3ccccc3)cc2nc1C
3	-3	-5	-1	0	-6	8	0	-9	CC(=O)NC(Cc1ccc(C(C)C)cc1)C(=O)NC1CCN(C(=O)c2cccc(C)c2)CC1 (stereo not given)
3	3	0	2	0	-1	0	-3	-7	COc1cc(C(N)=O)ccc1OCc1ccccc1
2	-3	23	0	-3	-1	3	2	2	CC(NC(=O)c1cc(-c2ccccc2)nc2ccccc12)C1CCCO1 (stereo not given)
-1	-4	2	-1	-2	-3	1	-8	-9	Cc1ncc(S(=O)(=O)c2ccccc2)c(-c2ccccc2Cl)n1
1	-1	24	4	-12	-8	10	2	-10	C/C(=N\Nc1ccc(Cl)c(C(=O)O)c1)c1ccc2c(c1)OCO2
-1	0	0	-1	4	-1	17	-22	-3	O=C(Nc1nsc(-c2ccccc2)n1)c1ccncc1
0	7	17	-1	3	-10	11	5	37	CC(=O)c1oc2ccccc2c1NC(=O)CN1CCCCC1
0	-5	25	-1	0	-4	3	2	-9	Cc1cc(OCC#N)nc(N)n1
0	15	0	-2	2	-6	19	-4	4	COc1ccc(S(=O)(=O)NCCC(=O)NC2CCCCCCC2)cc1
-1	1	26	6	-3	-7	5	15	-26	Cc1ccc(-c2cc(-c3n[nH]c(=S)n3C)c3ccccc3n2)cc1
-2	-3	4	3	-5	x	3	-4	-3	COCCCn1nnnc1SCC(=O)Nc1ccc2c(c1)OCCO2
-2	-7	0	-1	-4	10	2	5	5	Cc1ccc(S(=O)(=O)NNC(=O)C2CCN(Cc3ccccc3)CC2)cc1
-1	2	1	-2	4	-7	5	-8	-3[fluorescence artefact?]	Brc1ccc(-n2cc(-c3ccccc3)c3c(NN4CCOCC4)ncnc32)cc1
0	1	0	6	1	-6	12	1	7	O=C(CSc1nnc2sc3ccccc3n12)c1ccco1
-1	4	43	14	4	3	15	0	6	O=C(CSc1nc2ccccc2o1)N/N=C/c1ccc(O)c(O)c1
-2	21	1	0	4	0	33	2	-3	CC(=O)Nc1ccc(S(=O)(=O)NC(CC(=O)O)c2ccc(OC(C)C)cc2)cc1 (stereo not given)
4	7	0	0	-5	-15	10	5	18	O=C1c2ccccc2C(=O)N1n1cccc1
1	1	4	-1	1	12	8	3	-5	COCCN(CCOC)S(=O)(=O)c1ccc(C(=O)Nc2nnc(COC)o2)cc1
-3	6	-6	-2	-1	15	7	-2	-5	Cc1cccc(NC(=O)C2CCCN(c3nc(C)cc(C)n3)C2)c1 (stereo not given)
-2	-5	-8	-1	-8	-2	x	-1	24	COc1ccccc1N1CCN(C2CCN(C(=O)COc3ccccc3)CC2)CC1
-1	5	6	2	-2	17	15	-1	2[fluorescence artefact?]	Cn1nc(OCC(N)=O)ccc1=O
-1	-8	15	-3	-22	-6	6	0	-1	CC(NC(=O)c1cc(=O)[nH]c2ccc(Br)cc12)c1ccccc1 (stereo not given)
1	0	-4	0	-13	-6	-6	2	2	COc1cc(OC)c(N(C)C(=O)CCNC(=O)Cn2cnc3ccccc3c2=O)cc1Cl
